Autophagy HCS = alters autophagy in cells. hit rate 0.98% among 190,000. calls only at 10 µM (by protocol). AID 463193. MEF GFP-LC3 puncta imaging; test concentration mostly 10 µM;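 active = percentage of spot-positive cells more than 3 SD above its plate mean, without a fluorescence outlier flag or 80% toxicity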;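 note: spot-positive cell cutoff set from DMSO-treated cells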
Hep lipid drop = modulators of hepatic lipid droplet formation | inhibition, % at 6.5 µM | AML12 mouse hepatocytes, oleate lipid droplets, BODIPY imaging | AID 1656 | hit rate 0.4% among 240,000;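 active = lipid droplet intensity inhibited by at least 50%, with more than 500 cells counted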
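Technique: fluorescence imaging, 20x objective, two fields per well / Assay system: AML12 hepatocytes (mouse) / Measure: % inhibition of lipid droplet signal / Doses: 6.5 µM single-point dosing / Incubation: overnight exposure / Reagent: 100 µM oleic acid challenge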
Ins promoter up = MIN6 insulin promoter up-regulation; MIN6 insulin promoter-GFP reporter, high-content imaging; active compounds read high; z-score at 5 µM; hit rate 0.3% among 190,000; AID 1625;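 active = z-score above 3 at 5 µM with at least 500 cells counted in the well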
T cell HTS = modulates CD8 T cell binding to vesicles. 2C CD8+ T cell-vesicle binding, flow cytometry; active compounds read low. AID 2052. calls only at 7 µM. hit rate 0.068% among 330,000;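 active = response, share of CD8 T cells binding vesicles, and their 90th percentile fluorescence all below set limits, cut at about 80% in these data, passing the limit was not always enough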
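Incubation: binding step 1.5 h, 37 °C, antibody labelling 20 min, ice; system: murine 2C transgenic CD8+ T lymphocytes; technique: cytometric PE anti-B7-1 and Alexa647 anti-CD8 signals after 1% paraformaldehyde fixation; also added: QL9-charged Drosophila Ld/ICAM-1/B7-1 vesicles; control set: naked versus QL9-loaded vesicles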
West Nile virus CPE = inhibition of WNV-induced cytopathic effect – cell-based, CPE readout (AID 1621). West Nile virus-infected cells, CPE inhibition; higher % means a stronger effect. one-dose CPE inhibition, % at 10 µM; IC50 in µM for titrated hits. hit rate 0.02% among 290,000; in the data active = a potency from the dose series; note: strong numbers were not always called active
bCat nuc transl = modulators of beta-catenin nuclear translocation; HeLa beta-catenin nuclear translocation, immunofluorescence imaging; nuclear translocation activity, % at 5 µM; hit rate 0.3% among 190,000; AID 1665;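 active = nuclear translocation activity above 50% at 5 µM, with a well cell count of 50 or more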;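 note: per-cell ratio of nuclear to cytoplasmic median beta-catenin stain intensity; plate controls were DMSO negative control for no effect and GSK-3 inhibitor IX positive control for full effect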
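Test system: human HeLa cell line; Doses: 5 µM primary, 0.02–20 µM confirmation; Incubation: 24 h compound exposure, 37°C; Detection: beta-catenin immunofluorescence imaging with DAPI; Read-out: beta-catenin nuclear/cytoplasmic ratio, % activation.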
WT yeast gro inh = growth inhibition of WT yeast, mitochondrial fusion screen | mitochondrial fusion phenotypic screen, WT strain | inhibition, % at 10 µM | hit rate 2.1% among 190,000; in the data active = inhibition above about 58%; tested in S. cerevisiae
MT stabilize HCS = stabilizes microtubules in HeLa cells. % tubulin-high responders, % at 10 µM. HeLa tubulin immunostaining HCS, 24 h; share of cells brighter than vehicle mean+2SD. hit rate 0.83% among 200,000;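 active = plate Z-score above 3 for both tubulin-high and condensed-nucleus cell shares, with cell loss under 80%, at 10 µM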;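 note: anti alpha tubulin signal scored within the nucleus-defined area of each cell; some results filed as inactive read as strong as hits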
Myeloid diff 2 = compounds promoting myeloid differentiation | ER-HoxA9 myeloid progenitors, lysozyme-GFP differentiation, flow cytometry | calls only at 10 µM | hit rate 1% among 360,000;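 active = normalized GFP-positive differentiation at or above the plate's own cutoff, the solvent-only control mean plus 3 SD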;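 note: cells exposed to compound for four days before flow analysis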
WT yeast gro inh mutant strain = recorded beside WT yeast gro inh, whose call it bears; inhibition, %; mitochondrial fusion phenotypic screen, mutant strain inhibition
Ins promoter up cell count = recorded beside Ins promoter up, whose call it bears; cell count; measured here: cytotoxicity, nuclei count;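 total cells summed across four imaged fields per well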
Hep lipid drop cells 6.5 µM = recorded beside Hep lipid drop, whose call it bears; cell count; measured here: cell count, cytotoxicity flag;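 cells counted across two imaged fields per well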
bCat nuc transl cell count 5 µM = also measured in bCat nuc transl; calls as there; cell count; measured here: cell count, cytotoxicity flag
T cell HTS vesicle-bound % = also measured in T cell HTS; calls as there; double positive events, %; measured here: CD8+ vesicle-bound cell fraction;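 binding gate set so that unloaded-vesicle control wells show 10% double positive cells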
MT stabilize HCS Hoechst-high % = recorded beside MT stabilize HCS, whose call it bears; % Hoechst-high responders; measured here: nuclear condensation Hoechst responders;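 share of cells brighter than vehicle mean plus two SD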
MT stabilize HCS cytotoxicity % = second read-out of MT stabilize HCS, no call of its own (marks repeat the call); toxicity, %; measured here: cytotoxicity by cell density;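 0% = mean cell density of plate MIN control wells and 100% = no cells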
Autophagy HCS cell loss 18 h = second read-out of Autophagy HCS, no call of its own (marks repeat the call); toxicity, %; measured here: cell loss, nuclei count;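 cell loss after 18 h compound exposure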
Myeloid diff 2 GFP+ MAC1+ % = also measured in Myeloid diff 2; calls as there; GFP+ MAC1+ double positive, %; measured here: differentiation confirmed by MAC1 staining
Numbers without * were called inactive; i = inactive; x = no result given. Rows were taken by chance; overall some 3.9% were active at least once.

Values in the order – Autophagy HCS	Autophagy HCS cell loss 18 h	Hep lipid drop	Hep lipid drop cells 6.5 µM	Ins promoter up	Ins promoter up cell count	T cell HTS	T cell HTS vesicle-bound %	West Nile virus CPE	bCat nuc transl	bCat nuc transl cell count 5 µM	WT yeast gro inh	WT yeast gro inh mutant strain	MT stabilize HCS	MT stabilize HCS Hoechst-high %	MT stabilize HCS cytotoxicity %	Myeloid diff 2	Myeloid diff 2 GFP+ MAC1+ %
COc1ccc(C2(C)CC(C)(C)Nc3ccccc32)cc1 (stereo not drawn)
 : x	x	-3.6	803	x	x	i	65.2	0.0%	x	x	x	x	x	x	x	i	0.2
Cc1nn(C)c(C(=O)N/N=C/c2cc3c(cc2Br)OCO3)c1Br
 : i	2.5	x	x	0.08	1356	i	45.3	-0.9%	x	x	-0.6	-5.6	4.7	2.4	4.2	i	2.0
COc1ccc2cc(C#N)c(Cl)nc2c1
 : i	9.2	1.7	701	0.56	1698	i	33.6	0.0%	-0.1	1589	0.8	7.9	5.0	2.4	7.5	i	0.1
CC(=O)/C(=N/Nc1ccc(C)cc1)Sc1nnc(CCc2ccccc2)n1-c1ccccc1
 : i	-5.4	2.5	715	-0.34	1393	i	56.1	-1.4%	-2.4	946	53.7	5.3	3.4	2.0	8.2	i	0.1
C1=C(CCNCC2CC2)CCCC1
 : i	-1.5	3.0	802	0.46	1023	i	53.0	-0.3%	-8.2	1269	-6.0	-6.6	2.1	2.0	8.8	i	7.8
CCOC(=O)c1c(/N=C/C2C(=O)CCCC2=O)sc2c1CCCC2
 : i	21.6	0.3	646	1.65	1591	i	56.1	-0.3%	-5.3	997	2.8	13.6	3.6	1.9	4.8	i	0.2
CCC(=O)N1CCc2cc(S(=O)(=O)Nc3ccccc3C)ccc21
 : x	x	-5.0	795	x	x	i	11.1	0.3%	x	x	x	x	x	x	x	i	0.4
COCCOC(=O)C1=C(C)NC2=C(C(=O)CCC2)C1c1ccc(N(C)C)cc1 (stereo not drawn)
 : i	6.4	x	x	0.78	867	i	50.6	-0.3%	-1.4	1174	10.5	-1.2	2.4	2.1	8.6	i	7.7
O=C(N/C(=C\c1cn(-c2ccccc2)nc1-c1ccc(Cl)cc1)C(=O)N1CCOCC1)c1ccccc1
 : i	2.1	8.0	714	-0.98	1479	i	7.7	-0.7%	0.8	1059	14.3	8.5	3.2	3.4	10.1	x	x
CCC1CCCCN1C(=O)CSc1nc(N)c(NC(=O)c2ccc(OC)c(OC)c2)c(=O)[nH]1 (stereo not drawn)
 : i	10.5	-9.5	694	2.08	1818	i	29.6	0.1%	-0.3	1124	-10.3	-0.9	1.6	2.8	7.9	i	1.5
N#Cc1cccc(C#N)c1Oc1ccc(N)cc1
 : x	x	-4.6	711	0.96	1056	i	17.3	0.5%	-0.1	1307	x	x	x	x	x	i	0.8
COc1ccc(/C(C)=N/NC(=O)CNC(=O)c2ccncc2)c(OC)c1
 : x	x	0.0	741	x	x	i	1.8	-0.3%	x	x	x	x	x	x	x	i	0.7
CN(C)c1ccc(/C=C(\NC(=O)c2ccccc2)C(=O)NCCN2CCOCC2)cc1
 : x	x	16.5	838	x	x	i	19.4	0.1%	x	x	x	x	x	x	x	i	1.8
CCCCN(C)C(=O)Cn1cnc2sc(C)c(S(=O)(=O)N3CCN(c4ccccc4OC)CC3)c2c1=O
 : x	x	-1.1	766	x	x	i	25.1	-0.5%	x	x	x	x	x	x	x	i	1.9
COc1ccccc1NC(=O)CN1C(=O)COc2ccc(S(=O)(=O)N3CCOCC3)cc21
 : x	x	-15.5	659	x	x	i	2.0	-0.4%	x	x	x	x	x	x	x	i	0.0
CC(C)[C@H](NC(=O)OC(C)(C)C)c1nnc(SCc2cccc(F)c2)o1
 : i	2.8	-27.2	665	-0.22	1646	i	41.3	-0.5%	0.9	1023	4.5	-17.0	3.8	2.4	3.9	i	0.8
CCOC(=O)c1c(C)n(-c2ccccc2)c2ccc(OCCN(C)C)cc12
 : x	x	-9.5	859	x	x	i	65.2	-0.4%	x	x	x	x	x	x	x	i	0.5
O=C(Cc1c(Cl)cccc1Cl)OCC(=O)N1CCN(C(=O)c2ccco2)CC1
 : i	-7.4	-0.1	680	0.31	1219	i	56.8	-0.4%	0.2	1051	-19.5	-4.2	6.4	4.7	2.7	i	0.3
Cc1cc(S(=O)(=O)N2CCCc3ccccc32)ccc1-n1cnnn1
 : x	x	-0.5	855	x	x	i	26.9	-0.3%	x	x	x	x	x	x	x	i	0.5
Nc1nc(NCc2ccccc2)n(-c2ccccc2)n1
 : x	x	11.2	884	x	x	i	57.4	-0.7%	x	x	x	x	x	x	x	i	1.5
CCc1sc(C(=O)N2CCN(c3ccc(F)cc3)CC2)cc1C
 : x	x	-3.5	756	x	x	i	19.5	-1.1%	x	x	x	x	x	x	x	i	1.4
COc1ccc([N+](=O)[O-])cc1NC(=O)C1(c2ccc(OC)c(OC)c2)CCOCC1
 : i	-18.3	10.8	746	x	x	i	45.3	-0.4%	-1.8	1022	1.4	3.4	1.1	1.0	7.4	i	0.2
CC1Cc2cc(S(=O)(=O)N3CCC(C(=O)Nc4ccccn4)CC3)ccc2N1C(=O)C1CCC1 (stereo not drawn)
 : x	x	-1.4	544	x	x	i	9.3	-0.1%	x	x	x	x	x	x	x	i	0.8
CCOC(=O)c1cc(-c2ccc(OC)cc2OC)nn1-c1ccc(C(=O)O)cc1
 : i	8.9	-2.3	696	0.15	1521	i	25.2	-0.3%	-2.0	1023	-9.4	-8.8	3.3	1.9	10.0	i	0.4
Cc1ccc2nc(/C(C#N)=C\c3ccc(Oc4ccc([N+](=O)[O-])cn4)cc3)[nH]c2c1
 : i	-2.3	4.3	659	0.51	1243	i	41.9	-0.7%	-4.1	546	2.3	14.8	5.7	2.8	5.4	i	0.4
O=C(O)c1ccc2c(c1)C(=O)N(c1cccc(-c3nc4ccccc4s3)c1)C2=O
 : i	3.1	5.6	756	x	x	i	68.0	-0.2%	-0.5	1074	-13.3	1.1	2.1	1.7	4.9	i	0.4
O=C(NC1CCCCC1)C(c1cccnc1)N(C(=O)c1csnn1)C1CCCC1 (stereo not drawn)
 : i	0.0	2.4	778	0.8	1097	i	40.1	0.2%	-1.7	1105	-11.6	-2.8	4.0	2.1	6.5	i	0.9
N#Cc1cc(NC2CCCC2)c([N+](=O)[O-])cc1C#N
 : i	14.7	-21.1	629	0.44	1312	i	50.8	-0.1%	-1.6	1059	-8.0	-3.5	2.9	2.1	0.9	i	0.2
Cc1ccc(-c2nnn(CC(=O)N(CC(=O)NC3CCCCC3)c3ccc(F)c(Cl)c3)n2)o1
 : i	-4.0	-7.3	738	-0.05	1190	i	14.3	-0.2%	1.5	1224	-8.4	2.0	4.9	1.9	4.2	i	0.9
COC(=O)c1c(NC(=O)CCC(=O)O)sc(Cc2ccccc2)c1C
 : x	x	-19.1	751	-1.16	1150	i	37.6	0.8%	-0.1	1295	x	x	x	x	x	i	0.2
COc1ccc(C(C(=O)NC(C)(C)C)N(Cc2ccc(C)cc2)C(=O)CCC(=O)Nc2cc(C)on2)cc1 (stereo not drawn)
 : i	-28.4	70.4*	567*	-0.57	1361	i	54.5	-1.8%	0.2	1514	-1.0	2.8	2.7	2.0	4.0	i	0.4
COc1ccc(CN2CCNC(=O)C2CC(=O)N(C)Cc2nccs2)cc1OC (stereo not drawn)
 : x	x	5.6	808	x	x	i	8.5	0.7%	x	x	x	x	x	x	x	i	1.0
COc1cccc(N2CCN(C(=O)C3C4C=CC5(CN(Cc6ccccc6Cl)C(=O)C35)O4)CC2)c1 (stereo not drawn)
 : i	-8.2	-21.8	702	0.93	1650	i	44.0	-0.2%	x	x	-1.9	12.9	3.7	2.3	7.3	i	1.2
CC1=C(C(=O)Nc2cc(C)ccn2)C(c2ccc(C)cc2)C2=C(CCCC2=O)N1 (stereo not drawn)
 : i	-13.1	-4.7	713	-0.38	1286	i	23.3	-0.1%	x	x	x	x	4.2	2.1	4.6	i	0.6
CC1CC2(CC(C)(C(=O)CSc3nc4ccccc4s3)OC2=O)C(=O)O1 (stereo not drawn)
 : i	0.3	37.8	734	x	x	i	25.9	0.0%	x	x	x	x	2.9	1.0	41.3	i	2.0
COc1cccc(CC(NC(C)=O)C(=O)NC2CCN(c3nnnn3-c3ccccc3)CC2)c1OC (stereo not drawn)
 : i	11.2	4.9	713	-0.52	1353	i	9.9	0.9%	-1.4	1073	-9.4	8.3	3.1	2.5	7.4	i	0.7
COc1ccccc1OCc1ccc(C(=O)c2ccccc2)cc1
 : x	x	-2.2	776	x	x	i	50.4	-1.0%	x	x	x	x	x	x	x	i	0.2
COc1cc(NC(=O)c2ccco2)c(OC)cc1NC(=O)CCC(=O)Nc1cc(C)ccc1C
 : i	9.5	x	x	-0.44	1319	i	51.1	-0.2%	-1.5	1475	-28.1	-16.7	5.2	2.8	1.8	i	1.6
O=C(CCc1nnc2ccc(N3CCC4(CC3)OCCO4)nn12)Nc1ccc(F)cc1
 : x	x	0.0	675	x	x	i	17.2	-0.2%	x	x	x	x	x	x	x	i	2.9

Entries of single compounds from above. Values in the order: Autophagy HCS | Autophagy HCS cell loss 18 h | Hep lipid drop | Hep lipid drop cells 6.5 µM | Ins promoter up | Ins promoter up cell count | T cell HTS | T cell HTS vesicle-bound % | West Nile virus CPE | bCat nuc transl | bCat nuc transl cell count 5 µM | WT yeast gro inh | WT yeast gro inh mutant strain | MT stabilize HCS | MT stabilize HCS Hoechst-high % | MT stabilize HCS cytotoxicity % | Myeloid diff 2 | Myeloid diff 2 GFP+ MAC1+ %
COc1ccccc1OCc1ccc(C(=O)c2ccccc2)cc1 in the list: x | x | -2.2 | 776 | x | x | i | 50.4 | -1.0% | x | x | x | x | x | x | x | i | 0.2
COc1ccc2cc(C#N)c(Cl)nc2c1 in the list: i | 9.2 | 1.7 | 701 | 0.56 | 1698 | i | 33.6 | 0.0% | -0.1 | 1589 | 0.8 | 7.9 | 5.0 | 2.4 | 7.5 | i | 0.1

Screening data from PubChem BioAssay.
